SMN2 splice up – qHTS Assay for Enhancers of SMN2 Splice Variant Expression; HEK293 SMN2-luciferase splicing reporter, luminescence, 30-36 h; Potency, µM (top dose mostly 46.1 µM), inactives show top-dose activity change, positive = activation, most hits filed as activators; 2.8% of 210,000 active; AID 1458, 2008; also: % of control where 0% means no effect; nearly all actives have a fitted effect of over 55% in size
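HEK293 cells carry an SMN2 minigene-luciferase reporter in which exon 7 inclusion puts luciferase in frame. Cells were seeded at 2000 cells/well, attached for 10-12 hours, then exposed to compounds for 30-36 hours at 37C before ONE-Glo luminescence.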
HTT ATP protect – qHTS Multiplex Assay to Identify Dual Action Probes in a Cell Model of Huntington: Cytoprotection (ATP); PC12 HTT-Q103 induced, cytoprotection, ATP luminescence, 40 h; Potency, µM (titrated, usually from 56.4 µM), for inactives: cytoprotection (ATP increase), hits mostly activators; 0.14% of 230,000 active; AID 1471, 2008;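 also: % of control where 0% means no effect; nearly all actives have a fitted effect of over 45% in size; toxic huntingtin expression switched on by the ecdysone agonist tebufenozide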
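Cells were plated at 1500 per well in phenol red-free DMEM with 5% equine and 5% calf serum. Tebufenozide (100 nM final) and compounds were added, then ATPlite reagent, and luminescence was read.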
ALDH1A1 block – qHTS Assay for Inhibitors of Aldehyde Dehydrogenase 1 (ALDH1A1); Aldehyde dehydrogenase 1A1 (Homo sapiens), P00352; Purified ALDH1A1, NADH fluorescence, propionaldehyde substrate; Potency, µM (top dose mostly 75.3 µM), inactives show top-dose activity, negative = inhibition, actives largely listed as inhibitors; 7.3% of 220,000 active; active = well fitted inhibition curve with a large enough effect, not every such curve was filed as active; inconclusive = small, poorly fitted or top-dose-only effect, or another doubt; inactive = no such curve, though single readings can be large or run the other way;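 also: plate controls were no enzyme wells and a reference inhibitor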
Target sequence (P00352 whole entry, looked up): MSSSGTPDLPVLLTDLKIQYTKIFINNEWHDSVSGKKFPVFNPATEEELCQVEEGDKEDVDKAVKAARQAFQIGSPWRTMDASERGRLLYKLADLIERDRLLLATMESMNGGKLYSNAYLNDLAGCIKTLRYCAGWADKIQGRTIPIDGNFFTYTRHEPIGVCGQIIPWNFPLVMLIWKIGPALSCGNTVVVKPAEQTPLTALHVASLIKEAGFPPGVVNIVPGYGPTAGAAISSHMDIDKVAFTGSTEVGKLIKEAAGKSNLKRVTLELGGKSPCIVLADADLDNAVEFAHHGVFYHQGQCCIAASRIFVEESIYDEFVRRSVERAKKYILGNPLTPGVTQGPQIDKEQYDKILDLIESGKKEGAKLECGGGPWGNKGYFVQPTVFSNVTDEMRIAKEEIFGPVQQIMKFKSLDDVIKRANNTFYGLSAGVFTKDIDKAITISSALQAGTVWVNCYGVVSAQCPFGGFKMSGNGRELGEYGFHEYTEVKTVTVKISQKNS
Active calls of the source: *; ? = inconclusive; & = joins results of further samples; [ ] = dose if it differs, or a comment. Unless noted, calls follow the shape of the dose curve; as a rule, active = well fitted activation curve with a large enough effect; inconclusive = small, poorly fitted or top-dose-only effect; inactive = no such curve, though single readings can be large or run the other way. Potency is read from the fitted curve at half-maximal effect. A portion of the library, so the mix of outcomes need not match the whole.

SMILES | SMN2 splice up | HTT ATP protect | ALDH1A1 block
CN1CCCC2(CCN(C(=O)Oc3ccccc3)CC2)C1 | 12.1% | 28.0% | -4.1%
O=C(O)c1cccc([As]=[As]c2cccc(C(=O)O)c2)c1 (centres undefined) | -10.7%[9.22 µM] | -12.9%[10 µM] | -7.4%[13.5 µM]
O=C(C[C@H](c1ccccc1)c1c(O)c2ccccc2oc1=O)c1ccccc1 | -3.8%[9.22 µM] | 14.3%[10 µM] | 1.6%[13.5 µM]
BrCCBr | -2.0% | -78.4%[inhibitor] | 4.7%
Nc1c(C(=O)Nc2ccc([As](=O)(O)O)cc2)cnc2nnnn12 | -4.4%[9.22 µM] | 8.0%[10 µM] | -4.1%[13.5 µM]
[CH3][Hg][Cl] | -6.2% | -92.8%[inhibitor] | 0.708µM*
Nc1nc(N)c(N=Nc2ccc([As](=O)(O)O)c(O)c2)c(N)n1 | -14.2%[9.22 µM] | -8.8%[10 µM] | 8.9%[13.5 µM]
ClC(Cl)(Cl)C(Cl)(Cl)Cl | 21.4% | 23.9% | 9.2%
O=c1[nH]cnc2[nH]cc(CN3CCCCC3)c12 | -7.8%[9.22 µM] | -4.9%[10 µM] | 4.3%[13.5 µM]
Cc1cc(Cl)ccc1O | 1.2% | -7.5% | 10.3%
ClCCOCOCCCl | 3.6% | -4.6% | 5.3%
ClCCBr | 7.7% | ? | 6.9%
Clc1ccc(C(c2ccccc2Cl)C(Cl)(Cl)Cl)cc1 (centres undefined) | -1.1% | 11.7% | 22.4µM*
Cl/C=C/Cl | -4.5% | 3.2% | 16.5%
CCCCC(=O)Cl | 4.9% | -59.5%[inhibitor] | ?
COC(=O)[C@@H]1c2cc3c(c(O)c2[C@@H](O)C[C@]1(C)O)C(=O)c1c(O)cc2c(c1C3=O)O[C@H]1O[C@@]2(C)[C@@H](O)[C@H](N(C)C)[C@H]1O | -0.1%[9.22 µM] | -7.9%[10 µM] | ?
O=C(CCl)c1ccc(Cl)cc1Cl | 0.2% | -104.1%[inhibitor] | 0.159µM*
ClC(Cl)=C(Cl)C(Cl)=C(Cl)Cl | -1.2% | -5.5% | 6.2%
Brc1ccc(-c2ccccc2)cc1 | 5.3% | 0.0% | ?
Cc1ccc([N+](=O)[O-])cc1 | -1.7% | -5.8% | -2.8%
O=C(Oc1ccccc1)N1CCC2(CCCN(Cc3nccs3)C2)CC1 | -6.0% | -35.5%[inhibitor] | ?
Cc1ncc([N+](=O)[O-])n1CCN=[N+]=[N-] | -10.8%[9.22 µM] | -2.9%[10 µM] | 9.2%[13.5 µM]
O=C(Nc1cccc(F)c1)N1CCC2(CC1)CCN(C(=O)Oc1ccccc1)CC2 | -42.2%[inhibitor] | -68.1%[inhibitor] | ?
COc1ccc(C)cc1N | -6.2% | -0.4% | ?
CC(C)CN1CCCC2(CCN(C(=O)c3ccncc3)CC2)C1 | -10.9% | -3.7% | 3.6%
CC(C)(C)OOC(C)(C)C | 7.7% | -2.2% | -4.1%
COc1cc(CCN)c(OC)c(OC)c1 | -1.2%[9.22 µM] | -6.4%[10 µM] | 8.4%[13.5 µM]
CN(C)CCC(C#N)(c1ccccc1)c1ccccc1 | -8.3%[9.22 µM] | 4.1%[10 µM] | -9.0%[13.5 µM]
CC(=O)[O-].CC(=O)[O-].O.O.[Cd+2] | -51.0%[inhibitor] | -69.3%[inhibitor] | 7.51µM*
O.O.[NH-]C1(C(=O)O)CCCC1.[NH-]C1(C(=O)O)CCCC1.[Ni+2] | 8.0%[9.22 µM] | 7.7%[10 µM] | -5.5%[13.5 µM]

A few values from the entries so far:
SMN2 splice up, `COC(=O)[C@@H]1c2cc3c(c(O)c2[C@@H](O)C[C@]1(C)O)C(=O)c1c(O)cc2c(c1C3=O)O[C@H]1O[C@@]2(C)[C@@H](O)[C@H](N(C)C)[C@H]1O` is entered as -0.1%[9.22 µM]
ALDH1A1 block, `CC(=O)[O-].CC(=O)[O-].O.O.[Cd+2]` is entered as 7.51µM*

Ordered by formula weight (rising): part of the list above.
SMILES | SMN2 splice up | HTT ATP protect | ALDH1A1 block
CCCCC(=O)Cl | 4.9% | -59.5%[inhibitor] | ?
CC(C)(C)OOC(C)(C)C | 7.7% | -2.2% | -4.1%
O=C(CCl)c1ccc(Cl)cc1Cl | 0.2% | -104.1%[inhibitor] | 0.159µM*
[CH3][Hg][Cl] | -6.2% | -92.8%[inhibitor] | 0.708µM*
CN1CCCC2(CCN(C(=O)Oc3ccccc3)CC2)C1 | 12.1% | 28.0% | -4.1%
CC(C)CN1CCCC2(CCN(C(=O)c3ccncc3)CC2)C1 | -10.9% | -3.7% | 3.6%

Additional results follow:
SMILES | SMN2 splice up | HTT ATP protect | ALDH1A1 block
CC(C)NC(=O)N1CCC2(CCNCC2)CC1 | -5.2% | -0.1% | -2.8%
COc1ccccc1N | -5.8% | 4.5% | ?
C=C(Cl)CCl | 8.0% | ? | 20µM*
c1ccc(N2CC3(CCNCC3)C2)nc1 | 1.7% | 4.1% | ?
COc1ccc(C[C@@H]2C(=O)N[C@H](C)C(=O)N(C)[C@@H]3C(=O)N(C)[C@@H](Cc4ccc(O)c(c4)Oc4ccc(cc4)[C@H]3O)C(=O)N[C@@H](C)C(=O)N[C@H](C)C(=O)N2C)cc1 | -111.2%[inhibitor][9.22 µM] | -86.5%[inhibitor][10 µM] | 10.6%[13.5 µM]
C=CCBr | -3.5% | -0.4% | -16.7%
CO[C@H]1[C@H](O)[C@H](O[C@@H]2[C@H](Oc3cccc4c(O)c5c(=O)oc6ccc(C)c7c(=O)oc(c34)c5c67)O[C@@H](C)[C@H](O)[C@H]2O)O[C@@H](C)[C@@H]1O | 19.1%[9.22 µM] | -7.9%[10 µM] | -11.6%[13.5 µM]
O=C(Nc1cccc(F)c1)N1CCCC2(CCN(C(=O)Oc3ccccc3)CC2)C1 | -16.0% | -7.9% | -1.3%
O=[N+]([O-])c1cccc2ccccc12 | 3.1% | 13.8% | ?
NCCc1c[nH]c2ccc(OC(=O)C(=O)O)cc12 | -30.5%[9.22 µM] | -5.6%[10 µM] | -15.8%[13.5 µM]
c1cc(CN2CC3(CCNCC3)C2)ccn1 | 4.7% | 17.6% | -2.6%
Nc1ccc(Cc2ccc(N)cc2)cc1 | 2.7% | -10.7% | ?
Cc1ccc2ccccc2c1 | 0.3% | -0.4% | 0.8%
C[C@H](Br)C(=O)N[C@H](CO)C(=O)O | -4.5%[9.22 µM] | -10.2%[10 µM] | 14.0%[13.5 µM]
O=[As](O)(O)c1ccc(Cc2ccc([As](=O)(O)O)cc2)cc1 | -35.3%[inhibitor][9.22 µM] | -90.1%[inhibitor][10 µM] | 2.24µM*

In another format: three of the compounds above
Molecule	SMN2 splice up	HTT ATP protect	ALDH1A1 block
C[C@H](Br)C(=O)N[C@H](CO)C(=O)O	-4.5%[9.22 µM]	-10.2%[10 µM]	14.0%[13.5 µM]
CO[C@H]1[C@H](O)[C@H](O[C@@H]2[C@H](Oc3cccc4c(O)c5c(=O)oc6ccc(C)c7c(=O)oc(c34)c5c67)O[C@@H](C)[C@H](O)[C@H]2O)O[C@@H](C)[C@@H]1O	19.1%[9.22 µM]	-7.9%[10 µM]	-11.6%[13.5 µM]
NCCc1c[nH]c2ccc(OC(=O)C(=O)O)cc12	-30.5%[9.22 µM]	-5.6%[10 µM]	-15.8%[13.5 µM]

Other results:
SMILES | SMN2 splice up | HTT ATP protect | ALDH1A1 block
C[C@]12CN(CC[N+](C)(C)C)C[C@]1(C)[C@@H]1CC[C@@H]2O1 | -1.3%[9.22 µM] | 0.4%[10 µM] | -0.2%[13.5 µM]
C=C(Cl)Cl | -3.7% | -9.1% | -5.5%
Cc1cc([N+](=O)[O-])ccc1N | -2.4% | -3.8% | ?
CN=C=O | -5.8% | 11.1% | -1.0%
N=C(N)n1cc(/C=N\N=C(N)N)cn1 | -20.5%[9.22 µM] | -12.9%[10 µM] | -3.1%[13.5 µM]
OC(c1ccc(Cl)cc1)(c1ccc(Cl)cc1)C(Cl)(Cl)Cl | 0.6% | -2.1% | -4.9%
O=C(Nc1ccc([As](=O)(O)O)cc1)Nc1cccc(Cl)c1Cl | -2.5%[9.22 µM] | -0.4%[10 µM] | 3.2%[13.5 µM]
Nc1ccc(S(=O)(=O)c2ccc(NCN3C(=O)NC(=O)C(=O)C3=O)cc2)cc1 | -13.0%[9.22 µM] | -7.6%[10 µM] | 9.3%[13.5 µM]
Oc1cc(Cl)cc(Cl)c1 | -6.9% | -3.6% | 13.9%
Cc1ccc(NC(=[OH+])c2cc3ccccc3cc2O)c(C)c1.Cc1ccc(NC(=[OH+])c2cc3ccccc3cc2O)c(C)c1.[Ni] | 23.3%[9.22 µM] | 8.4%[10 µM] | -19.6%[13.5 µM]
CN1CCC2(CC1)CCN(C(=O)c1ccco1)CC2 | 1.6% | 17.1% | 5.3%
CCN(CC)N=O | -6.4% | 8.3% | 8.2%
N#CS.N=C=S.N=C=S.[Cu].[NH2-].[NH2-].[NH2-].[NH2-].c1ccc2ncccc2c1 | -8.6%[9.22 µM] | -8.8%[10 µM] | 3.55µM*
Cc1ccc(OP(=O)(Oc2ccc(C)cc2)Oc2ccc(C)cc2)cc1 | -10.3% | -58.5%[inhibitor] | 7.9%
Oc1c(Cl)c(Cl)c(Cl)c(Cl)c1Cl (tested in a mixture with another compound) | -16.2%&-23.9%&0.6%&2.2%[9.22 µM] | 1.8%&-4.9%&-6.6%&13.9%[10 µM] | 3.7%&-11.2%&0.5%&4.6%[13.5 µM]
CC(C)CN1CCC2(CC1)CCN(S(C)(=O)=O)CC2 | ? | -47.6%[inhibitor] | 1.5%
O=[N+]([O-])c1ccc(Cl)c(Cl)c1 | -9.4% | -14.4% | 4.1%
c1ccc(Nc2ccc3ccccc3c2)cc1 | 10.4% | -17.2% | ?
CN(CCC(=O)O)C1=Nc2ccc(Cl)cc2C(c2ccccc2)=[N+]([O-])C1 | 3.7%[9.22 µM] | 5.1%[10 µM] | 6.8%[13.5 µM]
O=C(Nc1ccccc1)N1CCCC2(CCN(C(=O)Oc3ccccc3)CC2)C1 | -4.4% | -44.0%[inhibitor] | 3.0%
C=CCCC#N | 0.7% | -22.3% | 3.16µM*
O=C(O)[C@H](Cc1cnc[nH]1)N1C(=O)c2ccccc2C1=O | -3.0%[9.22 µM] | -1.1%[10 µM] | -7.2%[13.5 µM]
CC(Cl)CCl (centres undefined) | 8.7% | -26.2% | 3.5%
O[C@H](CN1CC1)[C@@H](O)CN1CC1 | -12.5%[9.22 µM] | -3.5%[10 µM] | 7.6%[13.5 µM]
COc1cc2c(cc1O)C[C@@H]1c3c(cc(O)c(OC)c3-2)CCN1C | -10.7%[9.22 µM] | -4.8%[10 µM] | ?
CCCCCCCCCCCOC(=O)c1ccccc1C(=O)OCCCCCCCCCCC | 7.5% | -49.0%[inhibitor] | 11.4%
ClC1=C(Cl)C2(Cl)C3C(Cl)C(Cl)CC3C1(Cl)C2(Cl)Cl (centres undefined) | -10.9% | 7.9% | -16.4%
O=C(O)c1cc(N=Nc2ccc([As](=O)(O)O)cc2)ccc1O | -1.2%[9.22 µM] | -7.9%[10 µM] | 2.3%[13.5 µM]
ClC(Br)Br | 14.3% | 3.3% | 9.1%
Cc1ccc(S(=O)(=O)O[C@H]2CN3CCC2CC3)cc1 | -3.8%[9.22 µM] | -2.7%[10 µM] | 4.2%[13.5 µM]
CCOC(=O)[C@@H]1[C@@H]2c3ccccc3-c3ccccc3[C@H]2C[C@H]1O | -6.5%[9.22 µM] | 6.2%[10 µM] | 13.7%[13.5 µM]
CN1CCN(c2ccc3nc(-c4ccc5nc(-c6ccc(O)cc6)[nH]c5c4)[nH]c3c2)CC1 | ? | ? | ?
C1CC2OC2CC1C1CO1 (centres undefined) | -15.1% | ? | -5.9%
CC(C)(COCC1CO1)COCC1CO1 (centres undefined) | -5.4% | -16.3% | 1.2%

Screening results from PubChem BioAssay.
